# Screens deposited in PubChem by several laboratories.
# DTT redox prof: compounds producing H2O2 with reducing agent – biochemical, NIH compound library profiling, artefact control for MLSCN library redox annotation, primary screen. activation, % at 10 µM. 0.03% of 200,000 active. DTT-dependent redox cycling H2O2, phenol red/HRP absorbance; 100% = 100 µM peroxide control, 0% = buffer;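 active means activation of at least 50% relative to the plate's high and low controls in the primary single-dose screen; inactive means activation below 50%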;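 further: compound incubated with DTT at 0.8 mM final as the reducing agent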
# S1P3 antagonist: S1P3 (human) receptor antagonism | CHO S1P3 NFAT-BLA reporter, FRET fluorescence, antagonist mode | inhibition, % at 4.98 µM | 0.27% of 170,000 active;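 active means inhibition above the plate cutoff, the mean inhibition of test wells on that plate plus 3 SD, cut at about 28% in these data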;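 further: cells challenged with S1P at its EC80 of 0.8 µM; blue over green emission ratio from cleaved BLA substrate after 4 h stimulation; 0% = S1P-stimulated wells and 100% = unstimulated DMSO-only wells; some compounds past the cut are filed as inactive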
# RAM network inh: blocks the yeast RAM network. S. cerevisiae dse1pr::URA3 reporter, 5-FOA growth OD615, 2 d; analog-sensitive cbk1-as2 kinase mutant strain. inhibition, % at 50 µM. 1.8% of 190,000 active;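 active means inhibition above a set limit, 3 SD over mean compound inhibition, cut at about 8.4% in these data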;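 further: 0% = DMSO-only wells with no growth and 100% = 10 µM 1-NA-PP1 full growth; inhibition rescues growth on 5-FOA so higher OD means more RAM inhibition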
# PMI act satM6P: activators of human phosphomannose isomerase at near-saturating mannose 6-phosphate; AID 1216; coupled PMI enzyme assay, resazurin fluorescence, 20 min; hits give high values; 1 = untreated enzyme, 0 = substrate-free blank; activation factor at 20 µM; 0.34% of 190,000 active; P34949;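 active means activation factor of 2 or more at 20 µM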
# Target sequence (P34949 whole entry, looked up): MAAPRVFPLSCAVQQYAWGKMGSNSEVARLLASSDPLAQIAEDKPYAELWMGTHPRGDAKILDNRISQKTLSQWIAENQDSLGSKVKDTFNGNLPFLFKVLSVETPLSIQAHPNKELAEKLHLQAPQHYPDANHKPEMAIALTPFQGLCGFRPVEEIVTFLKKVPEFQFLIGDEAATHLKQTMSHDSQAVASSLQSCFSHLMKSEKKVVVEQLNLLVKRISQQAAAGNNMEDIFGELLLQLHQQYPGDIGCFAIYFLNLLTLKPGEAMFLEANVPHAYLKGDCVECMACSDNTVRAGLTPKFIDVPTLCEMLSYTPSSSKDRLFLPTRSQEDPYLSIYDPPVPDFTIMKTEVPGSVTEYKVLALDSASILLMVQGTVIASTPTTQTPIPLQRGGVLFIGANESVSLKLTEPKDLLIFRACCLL
#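 Material: human phosphomannose isomerase with PGI, G6PDH, diaphorase coupling enzymes; amount: PMI at 15 ng/mL final; also added: Mannose-6-phosphate 1.0 mM (near-saturating) plus 0.22 mM NADP+; incubation: enzyme reaction with compound 20 min at room temperature; signal: resorufin fluorescence (Ex 544/Em 590 nm) from resazurin via diaphorase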
# PMI activator: phosphomannose isomerase (human) activation; P34949; purified human PMI, coupled resazurin fluorescence, 20 min; hits give high values; 1 = vehicle control, 0 substrate-free wells; activation factor at 20 µM; 0.005% of 190,000 active; AID 1214;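 active means activation factor of 2 or more at 20 µM, relative to plate controls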
# Hsp70 activator: transcriptional activators of Hsp70; activation, % at 10 µM; 0.04% of 200,000 active; HeLa Hsp70 promoter luciferase reporter, luminescence; scaled: vehicle 0, proteasome-inhibitor control 100%; AID 1203;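 active means activation above the mean across all tested compounds plus 3 SD, cutoff set per campaign, cut at about 5.5% in these data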;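 further: 100% = MG132 at 30 µM as the positive control and 0% = DMSO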
# TNAP inh hiacc: inhibitors of human TNAP at high phosphate acceptor concentration. 0.03% of 200,000 active. AID 1135. inhibition, % at 20 µM. purified TNAP, CDP-star luminescence, 1 M DEA;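 active means over 50% inhibition of tissue-nonspecific alkaline phosphatase at 20 µM in the single-dose screen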;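 further: plate controls were DMSO wells for no effect and EDTA-quenched wells as full inhibition for full effect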
# Target sequence (P05186 whole entry, looked up): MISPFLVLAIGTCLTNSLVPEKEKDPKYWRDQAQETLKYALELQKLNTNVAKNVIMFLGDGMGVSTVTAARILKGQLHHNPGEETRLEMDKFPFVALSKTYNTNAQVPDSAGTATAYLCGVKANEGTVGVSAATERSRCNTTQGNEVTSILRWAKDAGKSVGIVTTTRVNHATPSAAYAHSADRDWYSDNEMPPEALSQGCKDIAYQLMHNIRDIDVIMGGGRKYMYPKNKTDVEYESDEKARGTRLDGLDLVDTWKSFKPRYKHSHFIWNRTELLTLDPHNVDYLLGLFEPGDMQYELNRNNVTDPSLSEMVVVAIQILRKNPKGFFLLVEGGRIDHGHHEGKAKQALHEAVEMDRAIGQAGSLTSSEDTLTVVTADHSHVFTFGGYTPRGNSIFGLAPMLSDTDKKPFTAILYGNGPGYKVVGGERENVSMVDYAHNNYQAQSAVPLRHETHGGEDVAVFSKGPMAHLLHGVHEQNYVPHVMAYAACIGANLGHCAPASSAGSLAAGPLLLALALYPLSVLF
# Lmaj promast: inhibitors of Leishmania major promastigote growth. Leishmania major promastigotes, resazurin fluorescence viability. inhibition, % at 10 µM. 9% of 200,000 active. AID 1063; in the data active means inhibition above about 50%;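 further: promastigotes grown with compound for 44 hours at 28 °C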
# TNAP inh no acc: inhibitors of human TNAP without phosphate acceptor | P05186 | purified TNAP, CDP-star luminescence, 30 min | inhibition, % at 20 µM | 0.26% of 200,000 active | AID 1012;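 active means tissue-nonspecific alkaline phosphatase inhibition above about 50% at 20 µM in the single-dose screen, limit read from the data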;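 further: 0% = DMSO negative control and 100% = EDTA positive control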
# HMGR II inh: blocks class II HMG-CoA reductase of Enterococcus faecalis; purified E. faecalis HMGR, NADPH absorbance 340 nm kinetic; inhibition, % at 10 µM; 0.41% of 190,000 active; AID 1066;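 active means inhibition above a set limit, the median over all tested compounds plus 3 SD, cut at about 9.5% in these data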;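 further: enzyme runs in reverse so mevalonate oxidation gives rising NADPH absorbance; 0% = complete reaction with DMSO and 100% = background rate lacking mevalonate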
# * hit, by the source's call; . = no result given. No enrichment for hits; any-hit rate near 12%.
SMILES,DTT redox prof,S1P3 antagonist,RAM network inh,PMI act satM6P,PMI activator,Hsp70 activator,TNAP inh hiacc,Lmaj promast,TNAP inh no acc,HMGR II inh
CCC(C)(C)NC(=O)CN(C(=O)CCC(=O)Nc1cc(C)ccn1)c1ccc2c(c1)OCO2,2.8,26,0.8,1,0.9,0.0,-6,1,-10,-4
CN(CC(=O)Nc1ccccc1Cl)C(=O)COC(=O)CNC(=O)c1ccc(Br)o1,1.1,-32,.,.,.,-0.3,.,-4,.,.
COCCN(C(=S)Nc1ccc(OC)cc1)C(C)c1cccs1 (stereo unspecified),0.1,11,0.4,1,0.9,-0.4,-3,2,-10,-1
Cc1cccc2sc(N(CCCN(C)C)C(=O)c3cc4ccccc4oc3=O)nc12,0.2,9,3.2,0.9,0.9,-0.3,3,10,8,-1
COc1ccc(/C=C/C(=O)NC(=S)Nc2ccc(S(=O)(=O)Nc3cc(OC)ncn3)cc2)cc1,-1.1,-20,8.7*,1,1,-0.2,2,-5,-2,0
CS(=O)(=O)N(CC(O)Cn1c2ccccc2c2ccccc21)c1ccccc1 (stereo unspecified),0.8,16,5.0,0.9,0.9,-0.2,-6,6,-7,-1
Cc1nn(-c2ccccc2)c(Cl)c1/C=N/N1CCN(c2ccccn2)CC1,-0.6,-4,0.0,0.8,0.9,-0.3,-7,-4,-7,1
CN1CCN(C(=O)c2ccc3c(=O)n(Cc4ccc(Cl)cc4)c(=S)[nH]c3c2)CC1,1.7,.,1.7,1,1,-0.2,2,14,0,-1
COc1ccc(OCC(=O)Nc2ccc3c(c2)nc2n3CCSC2)cc1,-1.1,-6,0.7,0.9,1,-0.4,-4,6,2,-1
O=C(NCCc1ccccn1)c1ccc(S(=O)(=O)N2CCCCCC2)cc1,1.8,-11,4.1,1,1,-0.1,-6,-8,-13,-8
CC1(C(=O)O)Oc2cccnc2NC1=O (stereo unspecified),-1.1,-10,1.4,1,1.1,-0.1,-3,-5,-7,4
COc1ccc(/C=C2\SC(=S)N(N3C(=O)CCC3=O)C2=O)cc1O,0.1,-25,5.5,0.5,0.9,0.0,31,-5,28,0
C=CCn1c(=NC(=O)c2sc3ccccc3c2Cl)sc2cc(S(N)(=O)=O)ccc21,0.7,-8,6.6,0.9,0.8,-0.3,-1,-7,-1,-3
C=CCNC(=O)c1ccc(S(=O)(=O)CC)c(Cl)c1Cl,-0.1,-15,0.2,1.1,1,0.0,-1,-3,0,-8
Cc1cccc(/C=N\NC(=O)c2sccc2-n2cccc2)c1,8.2,.,1.7,0.9,0.9,0.0,-1,6,-7,-10
Clc1cc(Br)ccc1OCCn1ccnc1,2.4,-3,0.4,1,1,-0.2,-3,28,9,-4
CCCCN1C2=NCCCN2c2ccccc21,2.2,.,0.9,1,1,-0.1,-6,19,-15,-1
Cc1ccc(NC(=O)CSc2nnc(-c3cnccn3)n2Cc2ccco2)cc1,-1.1,14,3.5,1,0.9,0.1,-7,7,-10,2
CC(Sc1nc2nn(-c3ccccc3)c(=O)c-2c2n1CCCCC2)C(N)=O (stereo unspecified),-0.2,.,0.2,1,0.9,-0.1,-4,-3,-11,-2
N#Cc1c(-c2ccco2)cc(C2CC2)nc1N,-0.2,.,0.1,1.1,1.1,-0.6,-3,4,-10,0

# Of the compounds above, these contain an aryl methoxy group:
SMILES,DTT redox prof,S1P3 antagonist,RAM network inh,PMI act satM6P,PMI activator,Hsp70 activator,TNAP inh hiacc,Lmaj promast,TNAP inh no acc,HMGR II inh
COCCN(C(=S)Nc1ccc(OC)cc1)C(C)c1cccs1 (stereo unspecified),0.1,11,0.4,1,0.9,-0.4,-3,2,-10,-1
COc1ccc(/C=C/C(=O)NC(=S)Nc2ccc(S(=O)(=O)Nc3cc(OC)ncn3)cc2)cc1,-1.1,-20,8.7*,1,1,-0.2,2,-5,-2,0
COc1ccc(OCC(=O)Nc2ccc3c(c2)nc2n3CCSC2)cc1,-1.1,-6,0.7,0.9,1,-0.4,-4,6,2,-1
COc1ccc(/C=C2\SC(=S)N(N3C(=O)CCC3=O)C2=O)cc1O,0.1,-25,5.5,0.5,0.9,0.0,31,-5,28,0

# Back to the main list with the 2 entries that preceded the break.
SMILES,DTT redox prof,S1P3 antagonist,RAM network inh,PMI act satM6P,PMI activator,Hsp70 activator,TNAP inh hiacc,Lmaj promast,TNAP inh no acc,HMGR II inh
CC(Sc1nc2nn(-c3ccccc3)c(=O)c-2c2n1CCCCC2)C(N)=O (stereo unspecified),-0.2,.,0.2,1,0.9,-0.1,-4,-3,-11,-2
N#Cc1c(-c2ccco2)cc(C2CC2)nc1N,-0.2,.,0.1,1.1,1.1,-0.6,-3,4,-10,0
CS(=O)(=O)N1N=C(c2ccc(Cl)cc2)CC1c1cccs1 (stereo unspecified),1.3,.,1.7,1.1,1,-0.1,1,-1,-6,0
CCOc1ncccc1C(=O)OCC(=O)c1cccs1,-1.6,.,-0.2,1,0.9,0.0,-3,-5,-9,-2
Cc1[nH]nc(SCC(=O)N2CCCC2)c1[N+](=O)[O-],0.0,-23,1.0,1.1,1.1,-0.1,-5,2,2,-3
CCCCC(c1nnnn1CCOC)N1CCN(c2cccc(OC)c2)CC1 (stereo unspecified),-3.1,-18,1.3,1.1,1.2,-0.3,-7,28,-12,1
CCn1c(COc2ccccc2C)nnc1SCC(=O)N1CCC(C)CC1,0.6,-7,1.9,1,1,-0.5,-4,-6,-13,-9
Cc1ccc(Nc2ncc3c(n2)CC(C)(C)CC3=O)cc1,0.1,-18,-0.9,0.9,0.9,0.5,-4,1,-6,3
Cc1ccc(C(=O)Nc2nccs2)cc1,-1.1,-10,-0.2,1,1,0.1,-4,3,-24,2
Fc1cccc(Cl)c1Cn1nnc(-c2ccc(N3CCOCC3)cc2)n1,2.9,.,2.9,0.8,0.9,-0.3,-7,1,-10,-7
O=C(NNc1cc(Br)c(O)c(Br)c1)c1ccccc1,1.1,-10,1.7,2*,1.6,0.2,3,88*,34,4
CCC1=Nc2cc(C(=O)NCCCOC(C)C)ccc2Sc2ccccc21,0.2,.,1.2,1.6,1.4,-0.5,6,-1,-2,-2
COc1ccc(NC(=O)CSc2nc3ccsc3c(=O)n2Cc2ccccn2)c(OC)c1,0.2,-2,1.4,1.1,1.1,-0.1,-5,4,-11,-3
CC1C/C=C/C=C/C=C/C=C/C(O[C@@H]2O[C@H](C)[C@@H](O)[C@H](N)[C@@H]2O)CC2OC(O)(CC(O)CC3OC3/C=C/C(=O)O1)CC(O)C2C(=O)O (stereo partly specified),0.2,-3,0.0,0.9,0.9,-0.3,-2,-5,-8,.
COc1ccc(N2CCN(C(=O)CSc3nc4cc(OC)c(OC)cc4cc3C#N)CC2)cc1,.,-23,.,0.8,1.1,.,-8,.,-6,.
CCCCC[n+]1ccn(C2=C([O-])c3ccccc3C(=O)/C2=N\S(=O)(=O)c2ccccc2)c1,-0.2,.,1.2,0.5,0.9,-0.1,9,91*,8,1
COc1ccc2oc(=O)c(/C(C)=N/Nc3ccccc3)cc2c1,-2.7,-9,1.3,2.5*,1.9,0.0,4,-3,-8,3
Cc1nc2ccccc2n1CC(=O)NCCN1CCOCC1,0.1,.,0.5,0.9,1,-0.2,-1,-6,-8,-11
CC(c1ccccc1)n1cc(C(=O)NCc2cccnc2)nn1 (stereo unspecified),0.3,.,-0.5,1,0.9,-0.5,1,1,-8,-8
Cc1ccc(S(=O)(=O)N2CCN(C(=O)c3ccccc3)C2)cc1[N+](=O)[O-],2.7,-2,0.7,0.9,1,-0.2,-2,4,-7,-2
CN(C)C(=O)c1sccc1Oc1ccc(F)cc1[N+](=O)[O-],-0.4,-9,1.2,1.1,1.1,-0.1,-2,13,0,-3
CC1CCN(C(=O)CSc2nnc(CNC(=O)COc3ccc(Cl)cc3)o2)CC1,0.1,.,0.9,1,1,0.1,-8,-2,-25,0
NC(=O)COC(=O)CC12CC3CC(CC(Br)(C3)C1)C2,-0.1,4,-0.2,1,1,0.1,0,-4,-5,-6
COc1ccc2nc(/N=C/c3c(C)[nH]n(-c4ccc(C)cc4C)c3=O)sc2c1,0.6,-1,-0.6,1,1,-0.1,-3,0,-3,-3
O=C(N/N=C/c1cc([N+](=O)[O-])ccc1O)C1C2CCCCC21 (stereo unspecified),-0.7,-1,1.6,1.1,0.9,-0.3,3,92*,7,0
CCOCCCNC(=O)CN(c1cc([N+](=O)[O-])ccc1OC)S(C)(=O)=O,-0.8,-8,1.1,1.1,1,-0.2,-5,-1,-9,-7
CCc1ccc(Sc2cc(C(=O)NCCN3CCOCC3)c3ccccc3n2)cc1,0.5,10,-1.7,1,0.9,-0.3,-1,6,-7,-3
CCc1ccc(Oc2coc3cc(OCC(=O)Nc4cc(C)ccc4C)ccc3c2=O)cc1,0.6,-1,0.4,1.1,0.9,-0.2,0,-6,-12,-8
CCn1cnc2cc(NCc3cccs3)ccc21,0.5,-5,0.2,0.7,0.9,0.2,-1,8,2,-5
CC1CN(C)C(C)C/C1=N\Oc1ccc([N+](=O)[O-])cc1 (stereo unspecified),0.2,-28,2.6,1.1,1.1,0.0,-2,16,-4,-4
CCOC(=O)C1=C(CC)Nc2ccccc2N=C1NC(=O)Cn1cnc2ccccc2c1=O,-1.7,-26,6.7,1,1,0.2,-1,-2,-12,0
CC1=CCC2C(=O)N(C(C)c3ccccc3)C(=O)C2C1 (stereo unspecified),0.4,.,-0.3,1.1,1.1,-0.3,-4,-4,-15,-3
COc1cc(NC(=S)N2CCCC(CO)C2)cc(OC)c1 (stereo unspecified),-0.5,-8,-0.8,1,1,0.5,-5,3,-16,-2
CNC(=O)CN(c1ccc(C23CC4CC(CC(C4)C2)C3)cc1)S(C)(=O)=O,-0.8,-18,3.4,1,0.9,0.2,-8,9,-14,-2
COc1cccc(/C=C/C(=O)OCC(=O)Nc2ccc(N3CCOCC3)cc2)c1OC,0.0,-3,4.9,1,1,-0.2,-3,-5,-8,0
O=C(Nc1ccnc(-c2cccnc2)n1)c1cccs1,-1.5,-4,0.8,0.9,1,-0.1,0,8,3,-2
O=C1CC(N(CCc2ccccc2)C(=S)Nc2cc(Cl)ccc2Cl)C(=O)N1c1c(Cl)cccc1Cl (stereo unspecified),-3.4,.,7.1,1,0.9,-0.4,-5,99*,-13,7
CC1CN(C(=O)COC(=O)c2ccc(Cl)c(S(=O)(=O)N3CCCCC3)c2)CC(C)O1 (stereo unspecified),-1.6,-10,0.6,1,1.1,-0.2,-2,-3,-10,4
